Compound activity: PubChem, several laboratories
STAT1 blocker: STAT1 signaling inhibitors, primary screen, cell-based, HTS, luciferase reporter; NIH 3T3 STAT1-luciferase reporter, IFN-gamma, luminescence; inhibition, % at 5.5 µM; 200,000 compounds, 0.35% hits;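 active = inhibition above a set limit, the mean inhibition across all tested compounds plus 3 SD, cut at about 34% in these data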;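 note: 0% = IFN-gamma with DMSO and 100% = IFN-gamma with 300 µM nifuroxazide; values of inactives mirror those of a sister screen read the other way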
RAM network inh: inhibitors of the yeast RAM network, primary screen, dse1pr::URA3 reporter, 5-FOA selection; S. cerevisiae dse1pr::URA3 reporter, 5-FOA growth OD615, 2 d; analog-sensitive cbk1-as2 kinase mutant strain; inhibition, % at 50 µM; 190,000 compounds, 1.8% hits; AID 868, 2007;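 active = inhibition above a set limit, 3 SD over mean compound inhibition, cut at about 8.4% in these data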;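 note: 0% = DMSO-only wells with no growth and 100% = 10 µM 1-NA-PP1 full growth; inhibition rescues growth on 5-FOA so higher OD means more RAM inhibition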
ROMK primary: ROMK potassium channel modulators, primary screen, cell-based, thallium flux, MLSMR library. ATP-sensitive inward rectifier potassium channel 1 (Homo sapiens), P48048. Tet-inducible ROMK, thallium flux fluorescence; actives lie on both sides. B-score at 10 µM. 130,000 compounds, 2% hits. AID 1918, 2009;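 active = signal ratio slope over the read window, or its plate-corrected B-score, at least 3 SD from the plate mean, either direction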;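 note: B-score of the F/F0 ratio slope over 7 to 12 s after thallium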
PPARg SRC1 recr: PPARgamma agonists recruiting SRC-1 coactivator, primary screen, biochemical; Peroxisome proliferator-activated receptor gamma (Homo sapiens), P37231; PPARgamma-SRC-1 coactivator recruitment biochemical assay; activation, % at 8 µM; 200,000 compounds, 0.41% hits; AID 631, 2007; in the data active = activation above about 19%;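 note: 0% = DMSO and 100% = reference agonist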
STAT3 act: IL-6 driven STAT3 reporter potentiators, primary screen, U3A cells, luciferase, luminescence, MLSCN library; IL-6 STAT3-luciferase reporter; 100% = signal with IL-6 EC80 alone; activation (% of control), % at 5.6 µM; 190,000 compounds, 0.91% hits; AID 871, 2007;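 active = activation above the screen-wide mean of compound activation plus 3 SD, cut at about 130% in these data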;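 note: 0% = background luminescence of wells with medium and substrate only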
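Detection: reporter luminescence signal / Assay system: STAT1-lacking human U3A cells, STAT3 luciferase reporter / Incubation: compound pre-incubation 1 h before IL-6, then 6 h stimulation at 37 °C / Control set: IL-6-only high control / Read-out: % activation relative to IL-6 control / Probe or stimulus: Interleukin-6, 33 ng/mL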
SRC2 TRFRET art: TR-FRET signal artefacts, primary screen, artefact control for PPARgamma SRC-2 agonist project, biochemical. 200,000 compounds, 0.4% hits. AID 1049, 2008. TR-FRET ratio at 8 µM. TR-FRET artefact counter-screen; hits give high values; in the data active = TR-FRET ratio above about 2000; note: inactives centre near 1500
PPARg SRC-2 ag: agonists of PPARg-SRC-2 recruitment, primary screen, biochemical, HTS. activation, % at 8 µM. 200,000 compounds, 0.34% hits. PPARgamma LBD-SRC-2 recruitment. Peroxisome proliferator-activated receptor gamma (Homo sapiens), P37231. AID 1032, 2008; in the data active = activation above about 22%;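 note: 0% = vehicle and 100% = reference agonist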
STAT3 blocker: IL-6 driven STAT3 reporter inhibitors, primary screen, U3A cells, luciferase, luminescence, MLSCN library. inhibition, % at 5.5 µM. IL-6 STAT3-luciferase reporter; host cell line lacks STAT1. 190,000 compounds, 0.89% hits;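 active = inhibition above the mean inhibition across all screened compounds plus 3 SD, cut at about 44% in these data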;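 note: 0% = DMSO only wells and 100% = 100 µM nifuroxazide control wells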
TLR4-MyD88 BLA: inhibitors of TLR4-MyD88 association in cells, primary screen, cell-based, HeLa CL3-4, BLA complementation, FRET ratio. 200,000 compounds, 0.18% hits. HeLa CL3-4 TLR4/MyD88 BLA complementation. AID 861, 2007. Toll-like receptor 4 (Homo sapiens) + Myeloid differentiation primary response protein …. inhibition, % at 8.4 µM; in the data active = inhibition above about 25%;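 note: 0% = vehicle and 100% = reference inhibitor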
Target sequence (O00206 whole entry, looked up): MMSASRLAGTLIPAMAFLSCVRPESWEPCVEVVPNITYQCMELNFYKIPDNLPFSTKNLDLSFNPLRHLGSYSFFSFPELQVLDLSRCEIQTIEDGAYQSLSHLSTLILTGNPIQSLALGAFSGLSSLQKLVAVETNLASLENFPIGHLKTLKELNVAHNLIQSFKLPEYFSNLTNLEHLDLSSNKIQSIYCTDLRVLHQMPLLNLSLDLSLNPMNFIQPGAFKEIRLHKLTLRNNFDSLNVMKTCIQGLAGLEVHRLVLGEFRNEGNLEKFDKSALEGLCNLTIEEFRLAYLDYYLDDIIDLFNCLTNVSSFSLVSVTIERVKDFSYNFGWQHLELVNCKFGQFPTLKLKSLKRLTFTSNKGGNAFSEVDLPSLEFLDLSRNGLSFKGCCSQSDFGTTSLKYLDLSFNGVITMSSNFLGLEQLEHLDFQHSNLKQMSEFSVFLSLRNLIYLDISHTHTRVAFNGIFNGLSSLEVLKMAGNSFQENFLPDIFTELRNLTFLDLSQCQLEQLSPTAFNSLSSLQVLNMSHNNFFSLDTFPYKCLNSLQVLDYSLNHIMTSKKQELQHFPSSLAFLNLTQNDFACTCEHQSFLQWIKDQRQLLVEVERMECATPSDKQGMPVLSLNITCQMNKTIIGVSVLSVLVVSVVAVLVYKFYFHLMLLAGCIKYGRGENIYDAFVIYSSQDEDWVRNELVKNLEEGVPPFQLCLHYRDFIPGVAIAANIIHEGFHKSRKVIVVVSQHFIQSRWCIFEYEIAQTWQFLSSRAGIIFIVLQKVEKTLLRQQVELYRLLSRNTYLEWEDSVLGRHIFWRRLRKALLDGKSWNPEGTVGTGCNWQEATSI
Target sequence (Q99836 whole entry, looked up): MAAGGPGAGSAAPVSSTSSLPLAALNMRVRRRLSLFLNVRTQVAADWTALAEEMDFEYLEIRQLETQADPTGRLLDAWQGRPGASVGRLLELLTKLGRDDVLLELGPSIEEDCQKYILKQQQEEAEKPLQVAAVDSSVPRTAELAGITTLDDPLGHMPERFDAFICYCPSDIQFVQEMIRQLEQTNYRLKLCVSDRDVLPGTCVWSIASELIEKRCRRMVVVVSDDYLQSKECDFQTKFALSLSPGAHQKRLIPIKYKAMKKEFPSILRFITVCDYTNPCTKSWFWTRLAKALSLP
S1P3 antagonist: S1P3 receptor antagonists, primary screen, cell-based; 170,000 compounds, 0.27% hits; Sphingosine 1-phosphate receptor 3 (Homo sapiens), Q99500; inhibition, % at 4.98 µM; AID 485, 2006; CHO S1P3 NFAT-BLA reporter, FRET fluorescence, antagonist mode;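 active = inhibition above the plate cutoff, the mean inhibition of test wells on that plate plus 3 SD, cut at about 28% in these data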;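 note: cells challenged with S1P at its EC80 of 0.8 µM; blue over green emission ratio from cleaved BLA substrate after 4 h stimulation; 0% = S1P-stimulated wells and 100% = unstimulated DMSO-only wells; some compounds past the cut are filed as inactive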
PPARg SRC-3 ag: PPARgamma agonists recruiting SRC-3 coactivator, primary screen, biochemical; biochemical PPARgamma/SRC-3 coactivator recruitment assay; AID 731, 2007; 200,000 compounds, 0.26% hits; activation, % at 8 µM; in the data active = activation above about 23%;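 note: 0% = DMSO and 100% = reference agonist; some compounds past the cut are filed as inactive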
* hit, by the source's call; . = no result given.

nr	compound	STAT1 blocker	RAM network inh	ROMK primary	PPARg SRC1 recr	STAT3 act	SRC2 TRFRET art	PPARg SRC-2 ag	STAT3 blocker	TLR4-MyD88 BLA	S1P3 antagonist	PPARg SRC-3 ag
1	O=C(CSc1ncn[nH]1)Nc1cccc2ccccc12	2.4	1.3	.	0.3	107.4	1324	-1.3	-6.2	-2.6	-0.3	2.4
2	C=CCn1c(SCC(=O)Nc2ccccc2OC)nnc1-c1ccccn1	-1.0	2.5	0.058	2.3	102.7	1382	-4.0	0.4	8.5	-25.6	-5.3
3	CCc1ccc2c(c1)c(N=NC1=NC(=O)CS1)c(O)n2C	8.5	4.7	.	-4.0	86.7	1537	-1.5	19.1	-7.3	.	9.9
4	NC(=O)c1cccn(Cc2ccc(C(F)(F)F)cc2)c1=O	15.8	-0.6	0.397	1.2	78.3	1706	3.9	32.7	-6.7	-10.4	5.7
5	COc1ccccc1NC(=O)Cn1nnc(C(=O)NCCc2ccccc2)c1N	3.5	-0.1	1.31	-8.6	98.6	1447	-14.3	10.7	-19.4	0.9	-0.6
6	CC(=O)N(c1cccc(Br)c1)C1C=CS(=O)(=O)C1 (stereo not drawn)	6.6	-0.1	0.407	4.2	94.2	1512	-6.0	10.6	8.9	12.4	5.7
7	CSc1nncc(=O)[nH]1	-2.8	2.4	0.486	-4.8	97.1	1507	11.6	7.1	1.5	.	-6.7
8	Cc1cccc(Cc2nnc(CCC(=O)NCc3ccncc3C)o2)c1	-1.5	1.1	-0.0331	6.8	102.1	1707	13.9	1.1	-2.9	-16.5	5.2
9	C=CCn1c(C)cc(C(=O)COc2nncc3ccccc23)c1C	-29.2	0.4	.	-1.9	118.8	1327	9.7	-19.3	2.8	.	-2.1
10	CC(C)(C)N1C(=O)c2ccccc2NC(=O)N1Cc1ccc(Br)cc1	-3.7	1.7	-0.0556	-1.2	108.6	1630	8.4	-5.5	4.8	.	4.2
11	COc1ccc(-c2[nH]c(-c3ccc(Cl)cc3)nc2SCC(=O)Nc2nccs2)cc1	1.5	5.6	0.01	-3.1	108.8	1616	6.0	-10.4	1.2	-6.4	0.4
12	O=C(CN1CCCCC1)Nc1cccc(-n2cnnn2)c1	3.8	2.1	.	-4.0	97.5	1488	2.5	5.8	9.3	-7.5	-6.3
13	COCCOC(=O)C1=C(C)NC2=C(C(=O)CCC2)C1c1ccc(N(C)C)cc1 (stereo not drawn)	1.2	.	0.121	3.5	105.5	1583	-1.1	0.8	11.0	2.3	4.3
14	CC(O)(CS(=O)(=O)Cc1ccccc1)C(=O)Nc1ccc(C(F)(F)F)cc1 (stereo not drawn)	1.6	6.0	-0.221	9.4	107.3	1603	8.6	-0.8	3.6	.	10.4
15	COc1cccc(-c2cc3nc(-c4ccccc4)cc(N4CCC5(CC4)OCCO5)n3n2)c1	8.7	7.1	.	9.2	97.7	2317*	6.8	6.5	-10.9	.	8.3
16	CC(=O)N/N=C(\C)CC(=O)Nc1ccc2c(c1)OCCO2	3.2	1.1	0	-3.1	104.3	1562	3.5	-2.6	-0.8	-21.9	-3.3
17	Fc1ccccc1COc1cccc(/C=N/n2cnnc2)c1	2.5	-0.3	.	12.5	82.9	1524	3.4	24.3	3.3	21.2	-0.6
18	OCC#Cc1cnc2ccccc2c1	-0.1	0.5	-0.0648	1.3	87.3	1845	12.4	17.0	0.8	8.6	12.1
19	COc1ccc(CNCC(=O)Nc2cccc(S(N)(=O)=O)c2)cc1	0.6	0.2	0.0615	-2.3	93.5	1698	12.1	14.1	9.7	-4.6	-3.0
20	CCCc1cc(-c2n[nH]c(=S)n2C(C)c2ccccc2)cs1 (stereo not drawn)	5.9	2.5	0.0556	2.3	94.1	1582	9.2	12.5	-4.8	.	12.1
21	Cc1cc(C(=O)NCc2cc(C(=O)O)co2)co1	9.1	0.6	0.0635	4.0	96.9	1558	-9.6	9.0	3.1	7.5	1.8
22	N#C/C(=N\Nc1ccccc1F)c1nc(-c2ccccc2)cs1	4.2	9.8*	-1.39	-0.1	93.7	1602	-7.0	9.2	-0.8	-1.2	1.1
23	CCOc1ccccc1-n1c(SCC(N)=O)nnc1-c1ccc(O)cc1	-0.2	0.3	.	-6.9	95.1	1546	-6.8	11.0	-10.2	-4.0	-0.9
24	Cc1cccc(Nc2nc(N)c([N+](=O)[O-])c(NCc3ccco3)n2)c1	2.4	1.1	-0.0514	1.1	86.2	1520	1.9	14.6	2.8	-0.9	1.5
25	COCCn1c(SCc2cc(=O)n3ccsc3n2)nnc1-c1ccncc1	1.1	1.2	0.898	0.6	104.8	1268	5.0	-2.1	11.2	-10.8	0.4
26	CNC(=S)N/N=C/c1ccc(OCc2ccccc2)c(Br)c1	-21.7	5.6	-0.841	-2.4	93.6	1493	9.1	7.9	-11.7	-2.6	-1.9
27	CC(C)=Nc1ccccc1C1COC(=O)C1=N (stereo not drawn)	6.1	0.1	-0.593	16.7	91.8	1300	-0.9	13.7	-1.6	-11.9	4.5
28	CN(Cc1ccccc1F)c1nc(-c2cccs2)nc2ccccc12	0.6	1.2	0.0276	-2.8	89.5	1541	-6.4	10.3	1.5	1.7	0.0
29	NC(=O)c1ccc(-n2nnnc2Oc2ccc(Br)cc2)cc1	9.9	2.6	-0.476	0.6	103.4	1570	0.7	3.8	-6.4	-6.2	-6.1
30	C/C(=N\NC(=O)CNc1cccc(C(F)(F)F)c1)c1cccs1	-10.0	3.6	0.998	-0.1	85.6	1547	8.9	21.5	0.3	-4.3	3.8
31	O=C(N=C1SCC(=O)N1c1ccccc1Cl)c1ccco1	-7.6	2.4	.	-6.0	102.3	1593	3.3	6.3	-9.1	-0.6	0.1
32	O=C(Nc1ccc2c(c1)OCO2)Nc1ccc(Cl)cc1Cl	-21.3	4.1	-0.0304	-1.1	89.1	1565	6.5	13.1	0.4	.	-0.6
33	O=C1C(Cl)=C(NCCN2CCCCC2)C(=O)c2ccccc21	-0.3	2.2	-1.08	6.4	97.1	1722	4.9	8.0	8.6	-12.1	11.4
34	Cc1cccc(NC(=O)c2ccc(Cl)c(NC(=O)c3ccncc3)c2)c1C	-7.8	2.8	-0.495	-0.8	95.0	1538	-4.3	11.1	-1.6	5.3	-3.2
35	C/C(=N\NC(=O)c1c(Br)cnn1C)c1ccc(NC(=O)c2ccc(F)cc2)cc1	-2.1	4.8	0.941	8.1	92.2	1708	10.8	13.3	-6.6	6.5	1.6
36	CCN(CCn1cccn1)C(=O)CCc1nnc(-c2ccccc2)o1	-28.6	2.7	-0.345	1.5	101.2	1493	7.6	3.1	11.6	17.6	8.1
37	CS(=O)(=O)N(CC(=O)Nc1ccc(F)c(F)c1)c1cccc([N+](=O)[O-])c1	2.9	1.2	.	9.9	89.9	1666	6.2	7.3	-0.1	-5.4	-1.0
38	CN(C(=O)CSc1nc2c(c(=O)[nH]1)CCCC2)C1CCCCC1	1.0	-0.5	.	5.8	103.4	1571	10.9	-1.2	1.2	-40.8	-4.3
39	Cc1cc(C)c(C#N)c(Sc2ccccc2N)n1	-42.8	0.6	-0.089	4.0	167.8*	1560	1.5	-77.2	6.1	-11.3	4.6
40	CC(=O)N/N=C(\C)CCc1ccccc1	-5.2	0.6	-0.257	-2.9	101.6	1624	6.8	2.1	7.0	-9.7	0.3
41	COc1ccc(OC)c(CNn2c(-c3ccccc3F)nc3ccccc3c2=O)c1	5.4	2.6	.	2.2	101.8	1492	-3.2	1.4	-2.4	-0.3	3.2
42	O=C(c1ccc(Cl)c(S(=O)(=O)NCc2ccccc2)c1)N1CCN(c2ccccn2)CC1	11.7	2.3	.	1.8	91.7	1573	1.5	13.0	9.6	.	3.5
43	Cc1ccc(S(=O)(=O)c2c(C)nn(C(C)(C)C)c2OC(=O)CC(C)C)cc1	7.4	3.9	0.215	-1.1	96.9	1624	-0.8	3.7	-7.8	-2.7	2.0
44	O=P1(O)C=C(c2ccccc2)OC(c2ccccc2)=C1	-7.3	1.6	.	-0.9	136.0*	1255	1.2	-35.1	-13.4	-23.1	-2.3
45	Cc1nc2nc(NCc3cccs3)nn2c(C)c1Cl	-3.8	1.4	-0.96	-1.0	87.7	1569	3.1	18.8	0.8	.	0.2
46	S=C(Nc1ccc(Oc2ccccc2)cc1)N(CCCN1CCOCC1)Cc1ccccn1	-3.5	1.1	0.53	8.4	100.8	1773	3.8	5.9	-5.0	8.2	5.3
47	O=C1CSC(c2ccccc2[N+](=O)[O-])N1c1ccccc1 (stereo not drawn)	1.5	1.5	1.3	-2.2	90.5	1487	1.7	21.1	4.2	1.9	2.0
48	CC(=O)Nc1ccccc1C(=O)C(=O)Nc1ccc(Cl)cc1	-24.9	2.5	-0.197	-1.1	92.8	1577	4.9	12.2	-0.7	12.5	0.3
49	N/C(=N\OC(=O)Oc1ccccc1)c1ccc([N+](=O)[O-])cc1	-0.6	0.4	1.26	-2.9	81.6	1355	4.5	27.7	-1.8	-3.8	2.6
50	COc1ccc(-n2c(C)c([N+](=O)[O-])c3ccc(O)c(CN(C)C)c32)cc1	25.2	-0.9	.	-2.3	100.9	1477	4.3	9.1	-3.0	.	-17.8
51	COc1ccc(-n2cccc2/C=C2/NC(=O)N(c3cccc(Cl)c3)C2=O)cc1	-12.6	2.7	.	3.6	105.7	1858	12.0	-3.3	-3.6	-12.7	6.2

Part of the list above, limited to RAM network inh.
# | compound | RAM network inh
49 | N/C(=N\OC(=O)Oc1ccccc1)c1ccc([N+](=O)[O-])cc1 | 0.4
50 | COc1ccc(-n2c(C)c([N+](=O)[O-])c3ccc(O)c(CN(C)C)c32)cc1 | -0.9
51 | COc1ccc(-n2cccc2/C=C2/NC(=O)N(c3cccc(Cl)c3)C2=O)cc1 | 2.7
